Bioassay records deposited in PubChem BioAssay by IUPUI and University of Michigan.
ST2 IL33 inh = inhibitors of human ST2 (IL1RL1) binding to IL-33; inhibition, % for hits at 17 µM; 78,000 compounds, 2.3% hits; AID 1259354; AlphaLISA ST2-Fc/biotin-IL-33 interaction, 1 h; Q01638; in the data active means inhibition above about 30%; inconclusive means mostly about 10% to 28%
Target sequence (Q01638 whole entry, looked up): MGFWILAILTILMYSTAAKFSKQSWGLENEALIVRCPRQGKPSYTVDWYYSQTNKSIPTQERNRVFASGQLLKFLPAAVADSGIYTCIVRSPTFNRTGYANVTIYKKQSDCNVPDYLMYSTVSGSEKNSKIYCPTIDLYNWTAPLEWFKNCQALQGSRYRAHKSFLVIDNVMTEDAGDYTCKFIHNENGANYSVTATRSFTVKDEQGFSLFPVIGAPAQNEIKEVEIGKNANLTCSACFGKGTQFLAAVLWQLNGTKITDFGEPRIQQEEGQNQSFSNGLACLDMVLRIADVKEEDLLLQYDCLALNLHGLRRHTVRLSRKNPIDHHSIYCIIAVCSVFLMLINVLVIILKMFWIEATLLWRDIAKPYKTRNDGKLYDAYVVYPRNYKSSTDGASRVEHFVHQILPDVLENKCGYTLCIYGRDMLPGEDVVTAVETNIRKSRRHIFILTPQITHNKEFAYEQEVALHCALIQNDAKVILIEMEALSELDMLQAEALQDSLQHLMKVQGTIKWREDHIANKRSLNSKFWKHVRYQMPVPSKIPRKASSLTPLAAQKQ
* = called active by the depositor; i = inactive; u = inconclusive. These rows are one share of the data; rates above refer to the full screens.

SMILES	ST2 IL33 inh
CC(NC(=O)c1ccccc1[N+](=O)[O-])c1ccccc1 (stereo unspecified)	i
COc1ccc(N2CCCS2(=O)=O)cc1NC(=O)c1ccc(F)c(F)c1	i
CCC1Oc2ccccc2N(CC(=O)NC2CCCC(C)C2C)C1=O (stereo unspecified)	i
CC(=O)N1CCN(c2ccc(NC(=O)Cc3ccccc3)cc2)CC1	i
COc1ccc(/C=C(/NC(=O)c2cccs2)C(=O)N2CCOCC2)cc1OC	u
Cc1cc(NC(=O)CNCCN2CCCOC2=O)ccc1Cl	i
O=C1C(Nc2ccccc2)=CC(=NS(=O)(=O)c2cccs2)c2ccccc21	86%*
Cc1c(C(=O)NCCC(C)C)oc2ccc(S(=O)(=O)N3CCC4(CC3)OCCO4)cc12	i
CCOCCCNC(=O)C1c2c(n(C)c3ccccc23)SCC(=O)N1c1ccc(C(C)C)cc1 (stereo unspecified)	i
COc1cc(C(=O)N2CCN(Cc3cccc([N+](=O)[O-])c3)CC2)cc(OC)c1OC	i
O=C(CCS(=O)(=O)c1cccc2nsnc12)NCCc1ccccc1Cl	u
COCCN(CC(O)Cn1c2ccccc2c2ccccc21)S(C)(=O)=O (stereo unspecified)	i
Cc1ccc(C2=NN(CC(=O)O)C(=O)CC2)cc1	u
CCc1nc2c(sc3nc4c(cc32)COC(C)(C)C4)c(=O)n1CCN1CCOCC1	i
CCOc1ccccc1NS(=O)(=O)c1ccc([N+](=O)[O-])cc1	u
Cc1ccc(NC(=O)CSc2nnc(-c3ccc(N)cc3)n2C)c(C)c1	i
Cc1nc(-c2ccc(-n3ccnc3-c3ccnc(C(C)C)n3)cc2)n[nH]1	i
COc1cccc(CNC2CCc3c(sc4ncn(Cc5cccc(F)c5)c(=O)c34)C2)c1OC (stereo unspecified)	u
CC(=O)Nc1ccc(S(=O)(=O)N[C@H]2CO[C@H]3[C@@H]2OC[C@H]3OC(=O)Nc2cccc3ccccc23)cc1	u
CC(C(=O)Nc1ccc2c(c1)OCCO2)n1nnc(-c2ccccc2)n1 (stereo unspecified)	i
N#CC1=C(N)Oc2n[nH]c(-c3ccccc3)c2C1c1cccc(Br)c1 (stereo unspecified)	i
CC(C)c1cc(C2CCN(Cc3cc(F)cc(F)c3)CC2)[nH]n1	i
CC(=O)Nc1c(C)ccc(CNC(=O)CSc2nc(-c3ccccc3)cs2)c1C	u
Cc1ccccc1OCCCCN1CCCCC1	i
Cc1ccc(C)c(NC(=O)/C=C/c2ccc3c(c2)OCO3)c1	u

An excerpt of these results, with each value named.
CC(NC(=O)c1ccccc1[N+](=O)[O-])c1ccccc1 (stereo unspecified)
  ST2 IL33 inh: i

COc1ccc(N2CCCS2(=O)=O)cc1NC(=O)c1ccc(F)c(F)c1
  ST2 IL33 inh: i

The listing continues:
SMILES	ST2 IL33 inh
CCCC(O)=C1C(=O)CC(C)(C)CC1=Nc1ccncc1	i
OC1(c2cccc(C(F)(F)F)c2)CCN(Cc2ccncc2)CC1	i
CC1(C)CC(=O)C2=C(C1)OC(N)=C(C#N)C2c1ccc(Cl)cc1 (stereo unspecified)	u
Cc1cccn2c(=O)c3cc(C(=O)Nc4ccc(F)c(F)c4)sc3nc12	i
Cc1ccc(-c2nnc(-c3nc(Nc4ccc(C)c(F)c4)c4ccccc4n3)o2)cc1	i
CCCc1nnsc1C(=O)N1CCC(Cc2cccc(C(N)=O)c2)C1 (stereo unspecified)	u
Cc1cc(C)cc(-n2c(CCCC(=O)O)nc3cccnc32)c1	i
O=C(NCc1ccc(Cl)cc1)N1c2ccccc2Sc2ccccc21	i
COc1cc(-c2nc(C(N)=O)cs2)cc(OC)c1OC	i
CC(C(=O)NCc1ccccc1-n1ccnc1)n1cc(Cl)cn1 (stereo unspecified)	u
CCN(Cc1noc(C)n1)C(=O)c1cn(-c2ccccc2)nn1	u
CCOC(=O)C1(CCc2ccccc2)CCCN(C(=O)C2=CCCC2)C1 (stereo unspecified)	i
COc1ccc(C2=NN(CN3C(=O)C(=O)c4ccccc43)C(c3ccc(OC)cc3)C2)cc1 (stereo unspecified)	36%*
CCOc1cc(C(=O)Nc2c(C(N)=O)oc3ccccc23)cc(OCC)c1OCC	i
COc1cc(CN2CCN(c3ccc([N+](=O)[O-])cc3)CC2)cc(Br)c1O	i
Cc1cnc(-c2ccc(Br)cc2)nc1	i
CC(C)Cc1cc(C(=O)NC2CCCCC2)no1	i
CCOC(=O)C1C(=O)C=C(c2ccc(OC)c(OC)c2)CC1c1ccc(CC)cc1 (stereo unspecified)	i
Cc1cnc(N(C)CCCc2cnn(C)c2)nc1N(C)C	i
CN1CC2(CCCN(C(=O)CN3CCOc4ccccc4C3)C2)OC1=O (stereo unspecified)	i
Cc1ccc(C(=O)Nc2ccc(N3CCCCC3)cc2)c(Cl)c1	u
Cc1cccc(CNC(=O)N2CCC3(CCNCC3)C2)c1	u
Cc1ccc(NCN2C(=O)c3ccccc3C2=O)c(Br)c1	u
O=C(c1cccn1-c1nnc(N2CCCCC2)s1)N1CCN(C2CCCCC2)CC1	i
O=C(C1CCOCC1)N1CCOC(CCCc2ccccc2)C1 (stereo unspecified)	i

3 structures out of the list, sorted by formula weight, ascending:
SMILES	ST2 IL33 inh
COc1cc(-c2nc(C(N)=O)cs2)cc(OC)c1OC	i
CCOC(=O)C1(CCc2ccccc2)CCCN(C(=O)C2=CCCC2)C1 (stereo unspecified)	i
O=C(c1cccn1-c1nnc(N2CCCCC2)s1)N1CCN(C2CCCCC2)CC1	i

More compounds
SMILES	ST2 IL33 inh
COC(=O)c1c(C)n(CCc2ccccc2)c2c1cc(O)c1ccccc12	i
CC(C)CCn1cnc2c(cnn2-c2ccc(F)cc2)c1=O	u
COc1cccc(-c2nnnn2[C@H]2CO[C@H]3[C@@H]2OC[C@@H]3NS(=O)(=O)c2ccc(NC(C)=O)cc2)c1	i
COc1ccc(C(=O)N[C@H]2CO[C@H]3[C@@H]2OC[C@H]3OC(=O)Nc2ccccc2)cc1	u
NC(=O)c1csc(N2CCOC(C(F)(F)F)C2)n1 (stereo unspecified)	i
Fc1ccc(CN2CCN(c3ccccn3)CC2)c(F)c1	i
Nc1nc(-c2ccc(-c3ccccc3CN3CCOCC3)cc2)cs1	34%*
COc1ccccc1NC(=O)CSc1nc(O)cc(=O)n1-c1ccccc1C	i
COc1ccc(OCc2cc(C(=O)N3CC4C[C@@H]5CC3C[C@H](C4)C5)no2)c(Cl)c1	u
Cc1nc(N2CCC(C(=O)N3CCCC(OCc4cccnc4)C3)CC2)nc2ccc(C(C)C)cc12 (stereo unspecified)	i
CCOCc1cnc(C)nc1NCC(=O)c1c(C)[nH]c2ccc(OC)cc12	i
Cc1ccc(Cn2c(NCc3ccccc3)nc3c2c(=O)n(C)c(=O)n3C)cc1	i
Cc1cc(C)c([N+](=O)[O-])cc1-c1ccc(C=C2C(=O)NC(=O)NC2=O)o1	36%*
Cc1ccc(C)n1-c1ccc(C(=O)O)c(C(=O)O)c1	88%*
O=C(NC1CCCCC1)c1ccc2c(c1)N(Cc1ccc(F)cc1Cl)C(=O)CS2	i
Cc1nc2c(OCc3ccccc3)cccn2c1CC#N	i
O=c1oc2ccccc2n1CCN1CCc2[nH]cnc2C1c1ccccn1 (stereo unspecified)	u
CN(CCNC(=O)C1(S(=O)(=O)c2ccc(Cl)cc2)CC1)Cc1ccccc1	i
O=C1[C@H]2C3c4ccccc4C(CO)(c4ccccc43)[C@H]2C(=O)N1c1ccccc1Cl	i
CC(=O)c1ccc(NS(=O)(=O)c2ccc(Oc3ccc([N+](=O)[O-])cc3)cc2)cc1	u
Cc1cc2oc(=O)cc(C)c2cc1NC(=O)c1cnccc1C	i
CCOC(=O)C1C(=O)C=C(c2ccc(OC)c(OC)c2)CC1c1ccc(OC)c(OC)c1 (stereo unspecified)	i
Cc1ccccc1N=C1SCC(=O)N1c1ccccc1C	i
Cc1c(C(=O)N2CCCCC2)oc2ccc(S(=O)(=O)N3CCCCCC3)cc12	i
CNC(=O)c1ccc(-c2nc(CN3CCN(S(=O)(=O)N(C)C)CC3)c(C)o2)cc1	i

Looked up by compound from the list above:
SMILES	ST2 IL33 inh
Cc1cc2oc(=O)cc(C)c2cc1NC(=O)c1cnccc1C	i
COC(=O)c1c(C)n(CCc2ccccc2)c2c1cc(O)c1ccccc12	i
CC(=O)c1ccc(NS(=O)(=O)c2ccc(Oc3ccc([N+](=O)[O-])cc3)cc2)cc1	u
CCOC(=O)C1C(=O)C=C(c2ccc(OC)c(OC)c2)CC1c1ccc(OC)c(OC)c1 (stereo unspecified)	i

Back to the main list; the 4 compounds before the break are reprinted first.
SMILES	ST2 IL33 inh
CCOC(=O)C1C(=O)C=C(c2ccc(OC)c(OC)c2)CC1c1ccc(OC)c(OC)c1 (stereo unspecified)	i
Cc1ccccc1N=C1SCC(=O)N1c1ccccc1C	i
Cc1c(C(=O)N2CCCCC2)oc2ccc(S(=O)(=O)N3CCCCCC3)cc12	i
CNC(=O)c1ccc(-c2nc(CN3CCN(S(=O)(=O)N(C)C)CC3)c(C)o2)cc1	i
CC1CCCN(C2CCN(S(=O)(=O)c3ccc(F)cc3)CC2)C1 (stereo unspecified)	i
CCc1ccc(OC(=O)Cn2cnc3sc4c(c3c2=O)CCCC4)cc1	i
COc1ccccc1CN(C(=O)c1ccc2nc(C)[nH]c2c1)C1CC1	i
Cn1c(=O)[nH]c(=O)c2c1nc(CN1CCN(Cc3ccccc3)CC1)n2Cc1ccc(Cl)cc1	i
Cc1cccn2c(=O)c3cc(C(=O)NCCCn4ccnc4)n(C)c3nc12	u
COc1cc(OC)c(NC(=O)c2cn(CC(C)C)c(=O)c3cc(OC)c(OC)cc23)cc1Cl	i
CC(C)/C=C/CN1CCC(Oc2ccccc2C(=O)N2CCCC2)CC1	i
O=C(CSc1nnc(Cc2cc(=O)[nH]c(=O)[nH]2)n1-c1ccccc1)NCC1CCCO1 (stereo unspecified)	i
CC(Oc1ccc(C=C2C(=O)c3ccccc3C2=O)cc1)C(=O)O (stereo unspecified)	i
COCC(=O)N1CCCN(CC(=O)Nc2ccc(N(C)C(C)=O)cc2)CC1	i
CCN1CCC(CN(CC)c2nc(CCN)nc3ccccc23)C1 (stereo unspecified)	u
COc1ccc2cc3cc(C(=O)Nc4ccccc4F)sc3nc2c1	41%*
Cc1ccc(C(=O)Nc2ccc(Nc3nc(C)cc(Nc4ccccc4)n3)cc2)cc1	u
COc1cc2c(cc1OC)C(C(=O)NCCCN1CCOCC1)C(c1cccs1)N(C)C2=O (stereo unspecified)	i
CN1CCN(C(=O)C23CC4CC(CC(C4)C2)C3)CC1	i
C=CCN(Cc1ccccc1Cl)C(=O)CC1C(=O)N(C)C(=O)N1C (stereo unspecified)	i
COc1ccc(CCC(=O)NCc2nc3cccnc3n2Cc2ccc(OC)cc2)cc1	u
COc1ccc(/C=C2/SC(=Nc3ccccc3Cl)NC2=O)cc1	u
COc1cc(/C=C2\SC(=Nc3cccc(C(=O)O)c3)N(C)C2=O)cc(Cl)c1O	i
CC1CCN(S(=O)(=O)N2CCC(C(=O)O)CC2)CC1	i
CCn1c(=O)n(-c2ccc(C)c(C)c2)c2nc(-c3ccc(C)c(C)c3)nc(C(N)=O)c21	i
Cc1ccc(CN(C(=O)c2ccc(-n3cnnc3)cc2)C2CC2)s1	i
c1cc(-c2nc3ccncc3[nH]2)ccn1	i
COc1ccc(COC(=O)C2=C(C)NC3=C(C(=O)CC(C)(C)C3)C2c2cccc(C)c2)cc1 (stereo unspecified)	i
CCC(C(=O)Nc1cccc(Cl)c1)N1C(=O)C2(OCCCO2)c2ccccc21 (stereo unspecified)	i

Continued:
SMILES	ST2 IL33 inh
O=c1cc(CO)oc(C(Nc2ccccn2)c2ccc3c(c2)OCO3)c1O (stereo unspecified)	i
CCOc1ccccc1CNC(=O)c1cccn1-c1nnc(N2CCCCC2)s1	i
CCN(CCc1nc2ccc(F)cc2[nH]1)C(=O)c1c[nH]c(=O)[nH]1	i
O=C(NCc1ccccn1)c1cc2c(=O)oc3ccccc3c2s1	i
CC(C)c1cc(C(=O)NCc2cccnc2)no1	i
CC(NC(=O)CSC(=Nc1ccccc1)NC#N)C12CC3CC(CC(C3)C1)C2 (stereo unspecified)	i
COc1ccc(C(=O)NCc2cccnc2)cc1C(=O)NCc1cccnc1	i
O=C1c2ccccc2C(=O)N1C1C(=O)N(c2ccc(Cl)cc2)C1c1ccc(F)cc1 (stereo unspecified)	u
CC1=C(C(=O)Nc2cc(C)ccn2)C(c2cccc(Cl)c2Cl)C2=C(CC(C)(C)CC2=O)N1 (stereo unspecified)	i
Cc1ccc(NC(=O)CN2CCCN(Cc3cccc(F)c3)S2(=O)=O)cc1	i
CC(=O)Nc1ccc(S(=O)(=O)Nc2ccc(F)cc2)cc1	i
Cc1ccc(N2C(=O)CC(N3CCC(O)(c4ccc(Cl)cc4)CC3)C2=O)cc1 (stereo unspecified)	i
O=C(c1ccc(F)cc1)N(c1ccc(F)cc1)C1C=CS(=O)(=O)C1 (stereo unspecified)	i
COCCN1CCC(C(=O)N2CCC3(CCc4ccccc43)CC2)C1 (stereo unspecified)	i
COc1cc([C@H]2C[C@@H](NC(C)=O)C[C@@H](COCc3ccccc3)O2)ccc1F	i
CC1=NN(C(=O)Cc2ccccc2)C(O)(c2ccc(Br)cc2)C1 (stereo unspecified)	i
CCOC(=O)N1CCN(C(=O)CN(c2cccc(Cl)c2C)S(C)(=O)=O)CC1	i
CCCc1cc(CN(C)C(=O)C2COC(=O)N2)[nH]n1 (stereo unspecified)	i
Cc1ccc(N2C(=O)CC(Nc3ccc(N4CCOCC4)cc3)C2=O)c(Br)c1 (stereo unspecified)	56%*
CCC(C)OC(=O)CSc1nc2ccccc2s1 (stereo unspecified)	i
COc1cc(NC(=O)C23CC4CC(CC(C4)C2)C3)c(OC)cc1Cl	i
c1ccc2c(c1)COC(CNC1CCCCC1)OC2	i
Cc1ccccc1-n1c(-c2ccc(Br)cc2)cn2c3c(=O)n(C)c(=O)n(C)c3nc12	i
CCN1CCCC1CNC(=O)c1cc(-c2ccncc2)nc2ccccc12 (stereo unspecified)	i
CSC1=C(C#N)C(c2cccc(Cl)c2Cl)CC(=O)N1 (stereo unspecified)	u
O=C(O)c1cc(N2C(=O)C3C4C=CC(O4)C3C2=O)ccc1Cl (stereo unspecified)	u
CC1=CC2=NCC(O)CN2C=C1 (stereo unspecified)	i
